Assay outcomes as filed in PubChem BioAssay.
ELG1 genotoxic: inducers of genotoxicity in HEK293T ELG1-luciferase cells; HEK293T ELG1-luciferase reporter, luminescence, 16 h; AID 504466; actives 1.3% (n = 330,000); Potency, µM (titrated, usually from 46 µM), for the others: top-dose activity change, positive = activation, hits mostly activators; note: % of control where 0% means no effect; nearly all actives have a fitted effect of over 60% in size
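Reporter readout depends on ELG1 protein level, which increases with genetic stress. After 16 hr compound exposure at 37 °C, luciferase activity was quantified using ONE-Glo.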
MBNL1-CUG inh: inhibitors of human MBNL1 binding to CUG repeat RNA; Q9NR56; TR-FRET MBNL1-His/biotin-(CUG)12 binding, 665/545 ratio; Potency, µM (doses to about 57.5 µM), without a hit: at the top dose activity change, negative = inhibition, hits mostly inhibitors; actives 0.036% (n = 280,000); AID 2675; active = well fitted inhibition curve with a large enough effect in the signal ratio, with a control signal flat, not every such curve was filed as active; inconclusive = small, poorly fitted or top-dose-only effect, or effect the other way, or a change in a side signal; inactive = no such curve, though single readings can be large or run the other way; the % refers to the signal ratio; note: % is set by controls: 0 for no effect and ±100 for the full control effect
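Compound titration spanned 92 nM–58 uM against the MBNL1-His/biotin-(CUG)12 complex. After 60 min at room temperature with 5 nM streptavidin-XL665 and 0.055 ng/ul terbium anti-His, ratiometric 665/545 nm emission (Ex 340 nm) normalized to controls.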
Gal4-VP16 FLuc: counter-screen for ROR gamma inhibitors: Gal4-VP16 reporter. Drosophila S2 Gal4-VP16 UAS-luciferase, luminescence, 20 h. Potency, µM (titrated, usually from 53.6 µM), for the others: top-dose activity, negative = inhibition, actives largely listed as inhibitors. actives 3.5% (n = 310,000). AID 2546;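 note: Gal4-VP16 expression switched on by copper sulfate through the metallothionein promoter; % is set by controls: 0 for no effect and ±100 for the full control effect; nearly all actives have a fitted effect of over 50% in size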
p53 reactivator: restores transcriptional activity of mutant p53; H1299 p53-A138V BP100-luciferase reporter, luminescence, 24 h; actives 0.063% (n = 320,000); Potency, µM (titrated, usually from 92.2 µM), without a hit: at the top dose activity change, positive = activation, actives largely listed as activators; note: % of control where 0% means no effect; nearly all actives have a fitted effect of over 45% in size
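p53-null H1299 cells stably carrying temperature-sensitive p53-A138V and a BP100-luciferase reporter were pinned with compounds (4-point, 1:5 series) and held 24 hrs at 37 deg C. Luminescence was read 10 min after detection reagent.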
RORgamma inh: blocks mouse ROR gamma transcriptional activity. Drosophila S2 Gal4-RORgamma UAS-luciferase reporter, 20 h. Potency, µM (top dose mostly 53.6 µM), inactives show top-dose activity change, negative = inhibition, actives largely listed as inhibitors. actives 5.4% (n = 310,000); note: % is set by controls: 0 for no effect and ±100 for the full control effect; nearly all actives have a fitted effect of over 60% in size
Target sequence (P51450 whole entry, looked up, the tested form may be a part): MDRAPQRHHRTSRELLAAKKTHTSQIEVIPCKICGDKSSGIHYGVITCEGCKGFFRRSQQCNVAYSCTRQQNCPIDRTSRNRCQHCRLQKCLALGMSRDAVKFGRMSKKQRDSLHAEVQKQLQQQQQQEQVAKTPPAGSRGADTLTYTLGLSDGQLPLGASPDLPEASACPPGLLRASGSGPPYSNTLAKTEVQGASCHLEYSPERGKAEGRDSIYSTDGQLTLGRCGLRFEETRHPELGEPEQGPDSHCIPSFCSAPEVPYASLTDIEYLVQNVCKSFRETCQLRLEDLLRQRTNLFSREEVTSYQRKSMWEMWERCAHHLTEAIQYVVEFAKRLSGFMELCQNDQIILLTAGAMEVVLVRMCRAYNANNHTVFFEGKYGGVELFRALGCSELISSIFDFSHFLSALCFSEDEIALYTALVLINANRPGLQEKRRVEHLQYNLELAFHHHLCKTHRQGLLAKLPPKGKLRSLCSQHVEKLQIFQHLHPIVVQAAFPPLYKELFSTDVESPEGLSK
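Compounds are pin-transferred onto Drosophila Schneider cells expressing a copper-inducible Gal4–ROR gamma transactivation domain fusion. After 1 hr, copper sulfate is added to 700 uM final; luciferase is read 20 hr later.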
FLuc counter: firefly luciferase modulation, counter-screen for miR-21 project; purified FLuc, Km substrates, luminescence inhibition; Potency, µM (series often up to 57.5 µM), inactives show at the top dose activity change, negative = inhibition, actives largely listed as inhibitors; actives 6.9% (n = 360,000); AID 588342;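 note: plate controls were vehicle for no effect and reference inhibitor for full effect; nearly all actives have a fitted effect of over 55% in size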
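Biochemical qHTS of compounds, final roughly 60 µM downward over six points, against 10 nM purified firefly luciferase using Km concentrations of substrates (10 uM D-luciferin, 10 uM ATP) in Tris acetate pH 7.5 buffer; luminescence output.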
BRCA1 expr up: activators of BRCA1 expression; MCF7-BRCA1-FFLuc reporter, luminescence, 48 h; response scale: scaled: vehicle 0%, 10 µM genistein 100%; Potency, µM (top dose mostly 46.1 µM), without a hit: top-dose activation, actives largely listed as activators; actives 1.1% (n = 380,000); AID 624202; note: nearly all actives have a fitted effect of over 80% in size; some results filed as inactive show a strong effect at the top dose
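Activators of BRCA1 expression were detected as increased firefly luciferase luminescence in engineered MCF7 cells after 48 h compound incubation. Signals were scaled to genistein 10 microM as full activation.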
uPA generation: blocks generation of uPA at the cell surface; actives 0.31% (n = 330,000); Potency, µM (series often up to 38.3 µM), without a hit: top-dose activity change, negative = inhibition, actives largely listed as inhibitors; cell surface uPA generation assay, qHTS; AID 540303; active = well fitted inhibition curve with a large enough effect; inconclusive = small, poorly fitted or top-dose-only effect; inactive = no such curve, though single readings can be large or run the other way; tested in mouse RAW 264.7 cells; note: % is set by controls: 0 for no effect and ±100 for the full control effect; nearly all actives have a fitted effect of over 55% in size
Rab9 prom act: Rab9 promoter activation | Huh7 Rab9 promoter-luciferase reporter, luminescence, 24 h | Potency, µM (series often up to 9.22 µM), for the others: at the top dose activation, negative = inhibition, hits mostly activators | actives 2.8% (n = 320,000); note: % of control where 0% means no effect; nearly all actives have a fitted effect of over 60% in size
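Using Huh7 cells stably transfected with Rab9 promoter–luciferase, compounds were incubated 24 h at 37 °C, 5% CO2; luciferase luminescence was read 10 min after reagent addition.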
NPC1 prom act: activators of NPC1 promoter; AID 485313; Huh7 NPC1 promoter luciferase reporter, 24 h; actives 2.4% (n = 320,000); Potency, µM (doses to about 9.22 µM), for inactives: top-dose activation, hits mostly activators;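 note: % of control where 0% means no effect; nearly all actives have a fitted effect of over 60% in size; reporter is driven by a mutant NPC1 promoter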
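Cells: Huh7 expressing luciferase under the NPC1 promoter, 1500/well. Seeded 2 h, compound added, incubated 24 h at 37 °C. Luciferase reagent, 10 min ambient, then luminescence.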
Starred values were filed as active, the others as inactive; ? = inconclusive; / = not tested or not shown; ! = a repeat was not active; [ ] = another dose, or the depositor's remark. Unless noted, calls come from the whole dose curve; as a rule, active = well fitted curve in the direction sought with a large enough effect; inconclusive = small, poorly fitted or top-dose-only effect, or another doubt; inactive = no such curve, though single readings can be large; an effect the other way counts as inactive or inconclusive. Potency is the fitted concentration of half-maximal effect.

Fields – ELG1 genotoxic | MBNL1-CUG inh | Gal4-VP16 FLuc | p53 reactivator | RORgamma inh | FLuc counter | BRCA1 expr up | uPA generation | Rab9 prom act | NPC1 prom act
- CCOC(=O)CSc1nnc(-c2ccc(Cl)cc2Cl)o1
  9% | 4% | / | -7% | -1%[0.365 µM] | 8.5µM* | -10% | -1% | -2% | 1%
- COc1cc(C(=O)NC(=S)Nc2ccccc2[N+](=O)[O-])cc(OC)c1OC
  0% | 16% | ? | -2% | 5.6µM* | 0% | -12% | -25% | 3% | -4%
- CC(C)OC(=O)c1cc(NC(=S)Nc2ccc([N+](=O)[O-])cc2)cc(C(=O)OC(C)C)c1
  -5% | ? | 28% | ? | 36% | -1% | -83%[inhibitor] | 1% | -17% | -7%
- COc1ccc(C2c3ccc4ccccc4c3Oc3ncn(CCO)c(=N)c32)cc1OC (stereo not given)
  5% | 5% | -20% | -7% | ? | 1% | -2% | ? | -5% | -2%
- Cn1c(=O)[nH]c(=O)c2c1nc(NCCCO)n2Cc1ccc(F)cc1
  3% | -7% | -16% | -7% | ? | 4% | -6% | -3% | 0% | 9%
- COc1cccc([C@@H]2Oc3ccc(OC)cc3C(=O)[C@H]2O)c1
  7.3µM* | 46%[activator] | ? | ? | 13µM*! | -23% | -25% | ? | ? | ?
- CCN(CC)C(=O)c1cc2c(=O)n3ccccc3nc2s1
  16µM* | ? | -9% | ? | ? | ? | -3% | -11% | 29% | 24%
- CCOC(=O)[C@H]1[C@H]2COc3cc(OC)ccc3[C@@H]2N2C(=O)c3ccc(F)cc3NC(=O)[C@@]12C
  -1% | / | / | -7% | / | 2% | 0% | 5% | 0% | 5%
- O=C(N[C@H](C(=O)O)c1ccccc1)C1CCC(Cn2nnc3ccccc3c2=O)CC1 (stereo not given in full)
  2% | 0% | -3% | 3% | 3% | 1% | / | / | 4% | -4%
- CCOC(=O)CC1COc2ccccc2N1C(=O)c1ccc(C)cc1 (stereo not given)
  -2% | -7% | -7% | -1% | -1% | 2% | 4% | -1% | -3% | -4%
- COc1ccc(OC)c2c1nc1n2CCS1
  -1% | -3% | -2% | 1% | -5% | 4% | -9% | -4% | 0% | 0%
- Cc1ccc2cc3c(N)c(C(=O)Nc4c(C)[nH]c(=O)[nH]c4=O)sc3nc2c1
  0% | ? | -1% | 4% | -2% | -19% | -21% | 1% | 1% | 6%
- O=C(O)CCC(=O)Nc1ccc(Br)cn1
  -3% | 7% | -3% | 9% | ? | -1% | 0% | -4% | 10% | -4%
- COc1ccc(CC(=O)OC(C)C(=O)Nc2ccc(Cl)cn2)cc1 (stereo not given)
  -3% | / | / | 1% | / | 2% | 5% | 4% | -5% | -3%
- CCN(CC)C(=O)CS(=O)CC(=O)Nc1cc(OCCOC)c(Cl)cc1Cl (stereo not given)
  1% | -3% | 3% | 3% | -20% | 0% | -1% | -3% | 4% | -2%

Single records, as listed above. Screens in order: ELG1 genotoxic	MBNL1-CUG inh	Gal4-VP16 FLuc	p53 reactivator	RORgamma inh	FLuc counter	BRCA1 expr up	uPA generation	Rab9 prom act	NPC1 prom act
Profile of CCOC(=O)CC1COc2ccccc2N1C(=O)c1ccc(C)cc1 (stereo not given) → -2%	-7%	-7%	-1%	-1%	2%	4%	-1%	-3%	-4%
Profile of COc1cc(C(=O)NC(=S)Nc2ccccc2[N+](=O)[O-])cc(OC)c1OC → 0%	16%	?	-2%	5.6µM*	0%	-12%	-25%	3%	-4%
Profile of CCOC(=O)CSc1nnc(-c2ccc(Cl)cc2Cl)o1 → 9%	4%	/	-7%	-1%[0.365 µM]	8.5µM*	-10%	-1%	-2%	1%

Remaining list, next part
Fields – ELG1 genotoxic | MBNL1-CUG inh | Gal4-VP16 FLuc | p53 reactivator | RORgamma inh | FLuc counter | BRCA1 expr up | uPA generation | Rab9 prom act | NPC1 prom act
- Cc1nnc(SCCCn2c(N3CCCCC3)nc3c2c(=O)[nH]c(=O)n3C)s1
  1% | -3% | 3%[0.365 µM] | -3% | -2% | -1% | -9% | -1% | 1% | -4%
- Cc1cc(C)n(-c2ccc(F)cc2)c(=O)c1C#N
  5% | 5% | -6% | 1% | 1% | -1% | -3% | -1% | -3% | -1%
- O=C(NCc1cccnc1)C1CCCCN1S(=O)(=O)c1ccc(F)cc1 (stereo not given)
  1% | -16% | -4% | -8% | 1% | 1% | 4% | 3% | -7% | 1%
- O=C(NC(=S)NCc1ccccc1)c1ccc(Br)o1
  7% | 4% | 13µM* | 16% | ? | -6% | / | / | -2% | 0%
- CC1(C)CC(=O)C2=C(C1)Nc1cc(Cl)ccc1S2
  -5% | ? | -2% | 2% | -14% | -9% | -21% | -1% | -7% | -2%
- CCOC(=O)N1CCC(NC(=O)c2cc(S(=O)(=O)N3CCOCC3)ccc2F)CC1
  -1% | -5% | 3% | 2% | -6% | 0% | -18% | / | -4% | -1%

Look-ups from the results shown.
Value of O=C(NC(=S)NCc1ccccc1)c1ccc(Br)o1 under FLuc counter: -6%
Value of Cc1nnc(SCCCn2c(N3CCCCC3)nc3c2c(=O)[nH]c(=O)n3C)s1 under uPA generation: -1%
Value of O=C(NCc1cccnc1)C1CCCCN1S(=O)(=O)c1ccc(F)cc1 (stereo not given) under FLuc counter: 1%
Value of Cc1cc(C)n(-c2ccc(F)cc2)c(=O)c1C#N under p53 reactivator: 1%

Quoted at random: two records from the list, in no set order.
Fields – ELG1 genotoxic | MBNL1-CUG inh | Gal4-VP16 FLuc | p53 reactivator | RORgamma inh | FLuc counter | BRCA1 expr up | uPA generation | Rab9 prom act | NPC1 prom act
- Cc1nnc(SCCCn2c(N3CCCCC3)nc3c2c(=O)[nH]c(=O)n3C)s1
  1% | -3% | 3%[0.365 µM] | -3% | -2% | -1% | -9% | -1% | 1% | -4%
- Cc1cc(C)n(-c2ccc(F)cc2)c(=O)c1C#N
  5% | 5% | -6% | 1% | 1% | -1% | -3% | -1% | -3% | -1%

Rows are unselected. Share with any hit: about 13%.
